Bioassay records as filed in PubChem BioAssay.
TCR act = activates T cell receptor signaling; Potency, µM (titrated, usually from 9.22 µM), for the others: top-dose activation of IL-2 secretion, usual class: activators; primary human leukocytes, anti-CD3, IL-2 HTRF, 48 h; 330,000 tested, under 10 active; also: % of control where 0% means no effect
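Primary human leukocytes were stimulated with a-CD3 beads plus compounds for 48 hr without co-stimulation; secreted IL-2 was quantified by HTRF using a-IL-2-K (europium cryptate) and a-IL-2-d2, excited at 320nm with acceptor emission read at 665nm.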
Mito fusion yeast = mitochondrial division inhibition or fusion activation | S. cerevisiae fusion-defective mutant growth rescue, CellTiterGlo 48 h | Potency, µM (doses to about 46.1 µM), for inactives: at the highest dose growth rescue (activation), most hits filed as activators | 320,000 tested, 0.23% active;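 also: potency is read from the fitted curve at half-maximal effect; % of control where 0% means no effect; nearly all actives have a fitted effect of over 45% in size; temperature-sensitive fusion mutants such as fzo1-1 at 37 °C on non-fermentable ethanol glycerol medium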
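Read-out: ATP-based luminescence (CellTiterGlo, 10 min ambient) reporting growth of fusion-defective ts yeast after 48 hours at 37C on glycerol/ethanol YPEG medium in the presence of compound.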
Chronic BCR inh = inhibitors of chronic active B-cell receptor signaling; 340,000 tested, 0.05% active; ABC-DLBCL IkBa-CBG/CBR reporter, luminescence ratio, 4 h; Potency, µM (top dose mostly 46.1 µM), without a hit: top-dose ratio change, negative = lower green/red ratio, hits mostly inhibitors; active = well fitted inhibition curve with a large enough effect in the signal ratio, with a control signal flat, not every such curve was filed as active; inconclusive = small, poorly fitted or top-dose-only effect, or effect the other way, or a change in a side signal; the % refers to the signal ratio;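 also: potency is read from the fitted curve at half-maximal effect; plate controls were basal doxycycline-induced cells for no effect and cells given 10 µM MG132 for full effect; MG132 reads +100%, hits lower the ratio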
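TMD8 ABC-DLBCL cells carrying doxycycline-inducible green luciferase fused to IkappaBalpha plus unfused red luciferase were exposed to compounds (up to 46 uM) for 4 hrs at 37C. Activity came from the overlap-corrected green/red luminescence ratio.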
USP2a inh = inhibitors of human ubiquitin-specific protease USP2a; O75604; USP2 core, Ub-CHOP2 coupled fluorogenic reporter, 485/531; Potency, µM (series often up to 38.3 µM), inactives show at the top dose activity change, negative = inhibition, actives largely listed as inhibitors; 330,000 tested, 0.01% active; AID 463254;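 also: potency is read from the fitted curve at half-maximal effect; plate controls were DMSO wells for no effect and full inhibition by NEM control for full effect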
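USP2 core (10nM final) preincubated 30min RT with compound in 20mM Tris-HCl pH 8.0, 2mM CaCl2, 2mM beta-mercaptoethanol, 0.05% CHAPS; 25nM Ub-CHOP2 plus 25nM reporter substrate added, fluorescence (Ex485/Em531) read after 60min.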
B2AR arrestin = agonists driving beta-arrestin recruitment to human beta2-adrenergic receptor | Potency, µM (series often up to 46.1 µM), for the others: at the highest dose activation, hits mostly activators | P07550 | beta-arrestin recruitment to beta2AR, cell-based reporter | AID 492947 | 330,000 tested, 0.02% active;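 also: potency is read from the fitted curve at half-maximal effect; 0% = DMSO controls and full agonism = EC100 isoproterenol or metaproterenol; nearly all actives have a fitted effect of over 65% in size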
uPA generation = blocks generation of uPA at the cell surface | cell surface uPA generation assay, qHTS | 330,000 tested, 0.31% active | Potency, µM (series often up to 38.3 µM), without a hit: at the top dose activity change, negative = inhibition, usual class: inhibitors | AID 540303; active = well fitted inhibition curve with a large enough effect; inconclusive = small, poorly fitted or top-dose-only effect; inactive = no such curve, though single readings can be large or run the other way; tested in mouse RAW 264.7 cells; also: potency is read from the fitted curve at half-maximal effect; % is scaled to controls: 0 for no effect and ±100 for the full control effect; nearly all actives have a fitted effect of over 55% in size
ELG1 DNA repair = ELG1-dependent DNA repair inhibition; 330,000 tested, 2.3% active; HEK293T ELG1-luciferase reporter, luminescence, 16 h; DNA damage induced by 5-fluorouridine; Potency, µM (doses to about 46.1 µM), for the others: at the top dose activity change, negative = inhibition, usual class: inhibitors; also: potency is read from the fitted curve at half-maximal effect; % is scaled to controls: 0 for no effect and ±100 for the full control effect; nearly all actives have a fitted effect of over 55% in size
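Overnight (16 hr) co-exposure of 2,000 cells/well to 5-fluorouridine and compound at 37 °C preceded detection. Luciferase was quantified via ONE-Glo luminescence; loss of signal denotes inhibition.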
PTAP TSG101 blk = blocks PTAP/TSG101 interaction to inhibit HIV-1 budding; Q99816; Fluorescence polarization, FITC-PTAP peptide / Tsg101 binding; Potency, µM (titrated, usually from 115 µM), without a hit: at the top dose activity change, negative = inhibition, hits mostly inhibitors; AID 493005; 340,000 tested, under 10 active; active = well fitted inhibition curve with a large enough effect in the main read-out, with a control signal flat, not every such curve was filed as active; inconclusive = small, poorly fitted or top-dose-only effect, or effect the other way, or a change in a side signal; inactive = no such curve, though single readings can be large or run the other way; also: potency is read from the fitted curve at half-maximal effect; % of control where 0% means no effect
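Compounds were pin-transferred onto Tsg101 binding domain (10 uM final) in HEPES pH 7.5 buffer, then FITC-PTAP peptide was added at 50 nM final. After 20 min at RT, polarization reported peptide displacement across a qHTS concentration series.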
TSHR antagonist = blocks TSH signaling through the human TSH receptor | P16473 | TSHR-expressing cells, TSH-stimulated cAMP HTRF, 2 h; stronger effect = lower value | activity change, negative = inhibition, % at 11.5 µM | 330,000 tested, 0.2% active | AID 504810;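 active = activity change below a set negative limit, meaning inhibition stronger than a set level, cut at about -70% in these data; inconclusive = activity change between two set negative limits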; also: % is scaled to controls: 0 for no effect and ±100 for the full control effect
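TSHR-expressing cells, 200/well, pre-treated with compound, then stimulated with EC80 TSH (4nM final) for 2 hours at 37 deg C. cAMP measured by competitive HTRF: anti-cAMP cryptate antibody in lysis buffer plus cAMP-d2, read after 30 minutes at room temperature.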
Tb PFK inh = blocks T. brucei phosphofructokinase; Potency, µM (series often up to 57.5 µM), without a hit: at the top dose activity, negative = inhibition, usual class: inhibitors; 330,000 tested, 0.17% active; T. brucei PFK, ADP-Glo luminescence; O15648;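 also: potency is read from the fitted curve at half-maximal effect; 0% = uninhibited 1x PFK enzyme wells and -100% = no-enzyme wells; nearly all actives have a fitted effect of over 60% in size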
Target sequence (O15648 whole entry, looked up): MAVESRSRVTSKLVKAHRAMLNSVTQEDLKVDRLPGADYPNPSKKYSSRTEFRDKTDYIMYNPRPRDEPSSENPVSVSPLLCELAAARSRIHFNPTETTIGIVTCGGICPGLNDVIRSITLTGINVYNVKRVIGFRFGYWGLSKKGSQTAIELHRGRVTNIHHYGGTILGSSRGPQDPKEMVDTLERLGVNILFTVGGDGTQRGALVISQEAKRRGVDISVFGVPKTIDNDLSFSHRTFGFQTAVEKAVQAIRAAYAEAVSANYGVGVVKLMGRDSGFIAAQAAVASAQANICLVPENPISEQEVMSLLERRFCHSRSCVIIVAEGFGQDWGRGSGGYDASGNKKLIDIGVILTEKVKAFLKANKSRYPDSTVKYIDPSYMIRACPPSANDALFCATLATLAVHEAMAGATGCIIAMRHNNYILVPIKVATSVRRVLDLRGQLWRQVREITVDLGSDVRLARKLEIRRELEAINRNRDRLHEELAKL
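In TEA buffer at pH 8.0 with 5 mM MgCl2, enzyme (1.25 nM) converted F6P (0.5 mM) and ATP (0.1 mM) for 45 min at room temperature. ADP product was read by luciferase luminescence.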
Eya2 phos inh = blocks the phosphatase activity of human Eya2. AID 488837. recombinant Eya2, OMFP fluorescence dephosphorylation (OMFP is methylfluorescein phosphate). Potency, µM (doses to about 76.9 µM), for the others: at the highest dose activity, negative = inhibition, usual class: inhibitors. O00167. 330,000 tested, 0.006% active; also: potency is read from the fitted curve at half-maximal effect; % is scaled to controls: 0 for no effect and ±100 for the full control effect
Target sequence (O00167 whole entry, looked up): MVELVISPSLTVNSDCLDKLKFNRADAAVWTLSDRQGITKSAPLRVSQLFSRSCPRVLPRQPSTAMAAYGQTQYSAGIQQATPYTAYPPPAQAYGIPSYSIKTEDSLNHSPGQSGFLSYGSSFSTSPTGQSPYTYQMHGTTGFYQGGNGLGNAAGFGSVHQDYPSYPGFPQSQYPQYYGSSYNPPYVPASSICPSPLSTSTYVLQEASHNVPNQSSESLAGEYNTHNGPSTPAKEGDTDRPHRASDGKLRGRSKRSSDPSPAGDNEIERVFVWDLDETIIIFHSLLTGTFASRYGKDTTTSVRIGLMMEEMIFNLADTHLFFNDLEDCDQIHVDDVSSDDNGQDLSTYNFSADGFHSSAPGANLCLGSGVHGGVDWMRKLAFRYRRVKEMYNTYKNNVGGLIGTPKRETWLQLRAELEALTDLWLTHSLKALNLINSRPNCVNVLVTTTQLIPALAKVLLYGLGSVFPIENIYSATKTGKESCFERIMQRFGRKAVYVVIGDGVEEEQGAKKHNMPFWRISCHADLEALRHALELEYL
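Eya2 protein (added as 0.2 uM solution) was preincubated with compound for 10 min at ambient temperature in 50 mM HEPES pH 7.5, 50 mM NaCl, 5 uM MgCl2, 0.05% BSA, 1 mM DTT. OMFP (added at 50 uM) then reacted 10 min; fluorescence read at 485/525 nm.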
An asterisk follows results filed as active; ? = inconclusive; nt = no result given; [ ] = dose if it differs, or a comment. Unless noted, calls follow the shape of the dose curve; as a rule, active = well fitted curve in the direction sought with a large enough effect; inconclusive = small, poorly fitted or top-dose-only effect, or another doubt; inactive = no such curve, though single readings can be large; an effect the other way counts as inactive or inconclusive.

smiles,TCR act,Mito fusion yeast,Chronic BCR inh,USP2a inh,B2AR arrestin,uPA generation,ELG1 DNA repair,PTAP TSG101 blk,TSHR antagonist,Tb PFK inh,Eya2 phos inh
CN(NS(C)(=O)=O)c1ncc(C(F)(F)F)cc1Cl,-2.3%,-0.3%,2.9%,-1.3%,0.2%,-2.4%,15.3%,1.1%,1.1,-7.5%,-0.3%
COc1ccc(CNC(=O)c2ccccc2NC(=O)C2=CSCCO2)c(OC)c1,1.2%,2.0%,-11.3%,3.2%,0.5%,0.3%,?,-8.9%,-8.4,-4.6%,2.2%
COc1cccc(/C=C(\C#N)C(=O)NC2CCS(=O)(=O)C2)c1 (configuration not stated),-0.5%[46.1 µM],-23.9%,-11.5%,3.1%,0.1%,8.4%,?,-0.7%,-0.7,0.6%,-17.9%
Cc1nc2ccccc2c(=O)n1-c1cccc(NC(=O)c2cccs2)c1,-1.2%,9.7%,-17.6%,2.1%,-0.3%,1.9%,?,-2.9%,-8.7,0.3%,-27.4%
O=C(NC(Cc1ccccc1)C(=O)N1CCCC1C(=O)O)c1ccccc1 (configuration not stated),-3.9%,0.0%,-0.9%,-1.6%,0.0%,0.5%,-16.1%,-3.7%,3.5,1.5%,6.2%
O=C(NCC1CCCO1)c1cc(S(=O)(=O)N2CCCCC2)ccc1Cl (configuration not stated),nt,-0.9%,?,3.3%,-0.2%,10.8%,-10.2%,-4.4%,18.6,-7.6%,-21.3%
CC(NS(=O)(=O)c1ccc(Br)cc1)C(=O)NCc1ccco1 (configuration not stated),2.9%,1.0%,0.0%,10.1%,-0.1%,0.8%,6.1%,-2.0%,4.7,0.0%,3.5%
Cc1cccc(NC(=O)COC(=O)c2ccc(S(=O)(=O)N3CCCCCC3)cc2)c1,0.5%,-1.7%,3.0%,3.2%,-0.3%,22.1%,15.6%,1.9%,5.9,0.1%,7.1%
COc1ccc(-c2nn(-c3ccccc3)cc2/C=N/N2C(=O)CSC2=S)cc1,2.9%,8.9%,?,0.3%,0.1%,nt,?,1.5%,-2.9,0.6%,16.8%
CC1Cc2ccccc2N1C(=O)Cn1nc(C(=O)O)c2ccccc2c1=O (configuration not stated),-1.1%,-1.7%,?,-3.9%,0.1%,-4.2%,7.9%,-1.0%,14.2,-1.1%,-4.7%
CCOc1ccc2c(=O)c(-c3ccc4c(c3)OCCCO4)c(C)oc2c1,5.9%[46.1 µM],3.6%,7.2%,-0.2%,-0.4%,4.7%,?,-2.2%,11.0,10.2%,-3.9%
CCCC(=O)Nc1nc2ccc(C(=O)OCC)cc2s1,5.1%,1.8%,?,-0.2%,-0.8%,-2.8%,?,-2.8%,23.3,-4.9%,7.8%
CC(=O)c1c(C(C)=O)c(C)n(-c2nc(-c3ccc(Br)cc3)c(C)s2)c1C,0.6%,4.9%,0.4%,-0.4%,0.1%,2.6%,?,-3.8%,10.4,-2.6%,-19.2%
CCC(C)[C@H](NC(=O)NCc1ccc(F)cc1)C(=O)O (some centres not stated),10.3%,-3.3%,6.8%,-0.3%,-0.5%,14.9%,?,1.9%,0.0,-11.2%,-3.2%
Cc1ccc(S(=O)(=O)N2[C@@H](c3ccc(Cl)cc3)C(C(=O)O)=C[C@H]2CC2CCCC2)cc1,0.3%,nt,-10.3%,0.2%,-0.4%,-16.1%,3.3%,-10.0%,-8.4,-7.6%,-6.0%
c1ccc(C2CSc3ccccc3N2)cc1 (configuration not stated),-2.0%,-1.2%,-0.6%,0.2%,-1.5%,-8.9%,?,-2.4%,4.0,?,-4.2%
COc1ccc([N+](=O)[O-])cc1NC(=O)COC(=O)/C=C/c1ccco1,0.1%[46.1 µM],0.1%,?,7.9%,-2.4%,-1.5%,-3.6%,2.0%,-13.5,-5.0%,-2.9%
C=CCn1c(CCc2ccccc2)nnc1SCC(=O)OC,7.2%,1.2%,3.2%,0.2%,-0.7%,1.0%,-1.9%,-0.4%,20.1,-8.0%,4.2%
COC(=O)c1cn(N(C)c2ncc(C(F)(F)F)cc2Cl)c(=O)c2ccccc12,-5.2%,-2.3%,-7.7%,0.0%,-0.2%,-4.6%,-4.5%,-3.1%,-4.4,-3.9%,-23.3%
Cc1ccc2[nH]cc(C(=O)CN3CCN(c4ccccn4)CC3)c2c1,0.0%,-4.3%,-2.9%,1.8%,-1.6%,8.3%,-14.7%,0.6%,9.7,-0.5%,-6.2%
O=C(Cc1ccccc1)Nc1ccc(C(=O)NCC2COc3ccccc3O2)cc1 (configuration not stated),-5.9%[46.1 µM],-7.6%,8.6%,1.7%,-0.6%,-9.4%,-3.4%,1.8%,-10.0,6.4%,-10.3%
Cc1n[nH]c(=O)c2c(NC(=O)COC(=O)c3ncc(Cl)c(Cl)c3Cl)oc(C)c12,0.0%,-1.1%,2.9%,6.1%,-0.9%,-3.3%,15.8%,-1.2%,-11.8,-4.0%,3.3%
Cc1cccc(-c2cccc(NC(=O)C3CCCN(Cc4cccnc4)C3)c2)c1 (configuration not stated),-3.7%,-8.4%,?,-0.1%,0.3%,?,?,nt,-0.4,-4.2%,4.3%
O=C(O)COc1ccc(/C=N/NC(=O)/C(=C/C=C/c2ccccc2)NC(=O)c2ccccc2)cc1,-5.7%,-1.9%,1.8%,-0.8%,-0.7%,8.5%,-6.8%,-4.7%,-7.7,4.3%,14.7%
Cc1cc(C)nc(NS(=O)(=O)c2ccc(NC(=O)c3cc(=O)c4ccccc4o3)cc2)n1,-2.9%,6.1%,?,4.9%,0.3%,-2.5%,8.7%,-6.0%,0.1,?,-1.9%
FC(F)(F)c1nnc(N2CCN(c3ccc(Cl)cc3)CC2)s1,0.3%,0.3%,10.7%,-2.1%,0.3%,-0.7%,0.0%,0.1%,13.3,-19.0%,-12.4%
Cc1cccc(NC(=O)CSc2nnc(CNC(=O)c3ccco3)n2C)c1C,-0.3%,1.1%,8.5%,1.7%,3.3%,3.0%,7.1%,0.1%,1.3,-9.6%,6.7%
CCN(c1ccc(C)c(C)c1)S(=O)(=O)c1c(C)[nH]c(=O)[nH]c1=O,nt,3.2%,-14.3%,-6.6%,0.0%,-8.1%,-8.8%,-6.8%,11.7,-2.3%,-5.8%
CCOC(=O)c1c(C)n(C)c2ccc(OCC(O)CN3CCN(C)CC3)cc12 (configuration not stated),21.2%,-3.8%,-4.1%,0.2%,0.1%,-6.3%,-0.3%,-2.4%,-6.6,-1.8%,8.0%
COc1ccc(-n2nnc3c(SCC(=O)OCc4ccccc4)ncnc32)cc1,1.5%,2.3%,-2.2%,0.7%,0.5%,2.5%,14.5%,-2.9%,4.7,5.3%,3.4%
CCC(=O)Nc1ccc(C(=O)COC(=O)c2sc(C)nc2C)cc1,4.9%,7.2%,?,1.1%,0.0%,1.9%,9.1%,-12.3%,-11.7,-2.2%,-14.5%
CCCCN(C(=O)C1=CC=CN2CCS(=O)(=O)N=C12)c1ccccc1,-6.2%,12.6%,?,-0.7%,0.1%,11.6%,?,-0.1%,15.1,29.4%,-7.5%
CN(C(=O)C(=O)c1cn(CC(=O)N2CCCC2)c2ccccc12)C1CCCCC1,-2.8%,0.2%,1.7%,-0.9%,-0.6%,-1.4%,0.9%,-2.4%,2.8,-1.8%,-12.2%
